# Assay outcomes deposited in PubChem by several laboratories.
# AHR activator: human AHR activation | activation, % at 5 µM | AHR-responsive luciferase reporter cells, luminescence | 2.5% of 320,000 active; in the data active = activation above about 47%;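 also: 0% = vehicle wells and 100% = reference agonist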
# MEP2-GFP yeast: yeast TOR pathway MEP2-GFP modulation; S. cerevisiae MEP2-GFP strain, flow cytometry GFP, 3 h; 100% = DMSO control level; GFP response vs DMSO, % at 10 µM; 0.51% of 330,000 active; AID 2016;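 active = GFP response versus DMSO above a set limit, roughly screen mean plus 3 SD, cut at about 180% in these data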;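 also: median GFP fluorescence of the barcode-gated MEP2-GFP cells per well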
# proCasp3 act: activators of human procaspase-3; 0.11% of 330,000 active; activation, % at 8.5 µM; recombinant procaspase-3 D3A, Ac-DEVD-pNA absorbance 405 nm; P42574; AID 463141;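 active = activation above the mean of all tested compounds plus 3 SD, cut at about 21% in these data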;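 also: 0% = DMSO alone and 100% = DMSO wells spiked with extra 5 µM PC-3 D3A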
#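 material = Procaspase-3 D3A mutant | probe or stimulus = Ac-DEVD-pNA | compound = single dose, 8.5 µM nominal compound, 0.8% DMSO | timing = 1 h preincubation, 2 h reaction | measured by = 405 nm absorbance of p-nitroaniline, reads at 0 and 120 min | benchmarks = DMSO-only low control, 5 µM PC-3 D3A high control | repeats = singlicate, each compound tested once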
# ZTA counter: blocks Epstein-Barr virus ZTA, an EBNA-1 counter-screen; 0.15% of 320,000 active; ZTA-DNA binding, fluorescence polarization; inhibition, % at 11 µM; P03206; in the data active = inhibition above about 33%
# procasp7 counter: activates human procaspase-7, counter-screen for procaspase-3 activators; activation, % at 8.5 µM; AID 463210; P55210; 0.093% of 330,000 active; recombinant procaspase-7, Ac-DEVD-pNA absorbance 405 nm; D23A/D198A/D206A triple mutant, cannot self-cleave; scale: DMSO 0, 5 µM enzyme 100;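 active = percent activation above the screen-wide mean plus 3 SD, cut at about 25% in these data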
#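 Material: Procaspase-7 triple mutant (PC-7 D3A) | Quantity: 2 µM procaspase-7 mutant as dispensed | Reagent: DEVD-pNA substrate | Times: 1 h preincubation, 2 h reaction | Technique: 405 nm absorbance of p-nitroaniline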
# EBNA-1 inhibitor: blocks EBNA-1 binding to DNA | 0.34% of 300,000 active | inhibition, % at 14.8 µM | EBNA-1 DNA binding, fluorescence polarization; in the data active = inhibition above about 28%
# LAP4-GFP MLPCN: yeast TOR pathway LAP4-GFP modulation. S. cerevisiae LAP4-GFP multiplex, flow cytometry GFP, 3 h; median GFP as percent of DMSO wells. GFP response vs DMSO, % at 10 µM. 0.34% of 320,000 active;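 active = GFP response vs DMSO above a set limit, about the screen mean plus 3 SD, cut at about 150% in these data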
# RPL19A-GFP yeast: alters RPL19A-GFP fluorescence in TOR pathway yeast screen; S. cerevisiae RPL19A-GFP strain, flow cytometry, 3 h; active compounds read low; 0.3% of 330,000 active; percent response vs DMSO, % at 10 µM;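 active = percent response vs DMSO below 50%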;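 also: median channel GFP fluorescence of the barcoded RPL19A-GFP strain; ratio of sample median GFP to plate DMSO average so 100% = DMSO; lower means less RPL19A-GFP as with rapamycin TOR inhibition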
# Numbers without * were called inactive; / = no result given; [ ] = remark or other dose.
SMILES,AHR activator,MEP2-GFP yeast,proCasp3 act,ZTA counter,procasp7 counter,EBNA-1 inhibitor,LAP4-GFP MLPCN,RPL19A-GFP yeast
CCN(CC)CCOc1nnc(-c2ccc(C)cc2)c2ccccc12,2,100,4,0,-3,-8,97,95
CC(=O)N1N=C(c2ccc(Cl)cc2)OC1(C)C,-2,90,6,-9,4,-1,130[may fluoresce green],87[may fluoresce green]
CC(C)C(NC(=O)c1ccc2c(c1)OCO2)C(=O)N/N=C/c1cccs1 (stereo unspecified),10,99,3,5,2,3,98,102
COc1ccc(N2CC(=O)N(c3ccc(OC)c(OC)c3)CC2=O)cc1OC,1,101,5,5,3,9,99,97
CCN(C(=O)CSc1cccc[n+]1[O-])C1CCCCC1,0,105,-5,/,1,/,99,101
Cc1ccc(CNC(=O)C2CNc3cc(C)ccc3O2)cc1 (stereo unspecified),-4,112,3,3,7,-3,107,100
Cc1ccc(F)cc1NC(=O)N1CCCN(C(=O)OC(C)(C)C)CC1,-4,98,12,-4,7,-17,110,99
CN1CCN(c2cc(C(F)(F)F)nc3ccc(F)cc23)CC1,2,108,5,4,10,10,115,103
COc1ccc(C(=O)Nc2cccc(-c3nc4ncccc4o3)c2C)cc1,-1,102,-4,-2,3,6,97,93
c1ccc2c(c1)CCN2CCN1CCc2ccccc21,15,102,1,7,-6,4,109,99
CC(CNC(=O)c1ccc(C(C)(C)C)cc1)CN(C)C (stereo unspecified),5,107,-14,-6,-3,-3,90,109
Cc1cccc(N2CCN(C(=O)c3cc(S(=O)(=O)N4CCCC4)cn3C)CC2)c1C,-2,98,9,-6,3,-2,100,99
Cn1c(=O)c2c(nc(CN3CCC(C(N)=O)CC3)n2CCCc2ccccc2)n(C)c1=O,-1,105,3,-7,-1,-6,104,109
O=[N+]([O-])c1cc(S(=O)(=O)NCCN2CCOCC2)ccc1Sc1nnnn1-c1ccccc1,6,91,-9,-8,5,-6,96,102
Cc1cc(S(=O)(=O)NCc2cccnc2)ccc1F,0,104,3,-5,0,-13,95,94
CCn1c(C)cc(/C=C2\NC(=O)N(Cc3ccc(Cl)cc3)C2=O)c1C,42,94,-4,-9,-1,0,94,107
CCN=c1scc(C)n1/N=C/c1ccsc1,28,100,7,0,-6,4,103,101
C#CCOCCOCCOCCNc1nc(N2CCN(C(=O)[C@H](CCCN=C(N)N)n3cc(C(N)[C@@H](C)CC)nn3)CC2)nc(N2CCN(C(=O)[C@H](CCC(=O)O)n3cc([C@@H](N)CC(N)=O)nn3)CC2)n1 (stereo partly specified),0,89,1,/,-6,/,89,86
CCOC(=O)c1ccc(NC(=O)CSc2nnc(-c3cccs3)n2CC)cc1,-2,108,-1,-6,-1,3,105,102
Cc1cccc(NNC(N)=S)c1C,3,93,-8,-13,-7,8,104,94
C/C(=C\c1ccccc1)C(=O)N1CCN(Cc2ccc3c(c2)OCO3)CC1,1,104,5,-2,12,11,83,110
Cc1ccc(NC(=O)CSc2nnc(-c3ccncc3)n2N)cc1C,0,108,0,7,19,15,98,102
Cc1ccc(C2=NS(=O)(=O)N(C)C(C(=O)N(C)C3CCCCC3)=C2)cc1,4,100,-8,1,-1,-2,107,98
COC(=O)c1ccc(Cl)cc1NC(=O)/C=C/c1ccc(C)o1,1,105,-4,-5,-6,0,95,109
C=CCC(c1ccccc1F)N(CCN1CCOCC1)C(=O)Nc1cccc(Cl)c1 (stereo unspecified),6,106,-3,9,2,-3,101,102
CC(C)[C@H](NC(=O)N1CCn2c1nc1ccccc12)C(=O)NCc1ccccc1Cl,9,93,8,3,13,-12,92,100
CC(C)c1ccc(CNC(=O)C2CCCN2S(=O)(=O)c2ccccc2)cc1 (stereo unspecified),1,104,-3,-4,-1,2,85,97
COc1ccc(C(=O)C2CCCN(C(=O)/C=C/c3cnc[nH]3)C2)c(C)c1 (stereo unspecified),10,94,-1,-4,0,-7,96,101
CC(/C=C/c1ccccc1)=N\Nc1nc2c(c(=O)[nH]c(=O)n2C)n1CCO,3,94,6,0,8,-7,109,101
COc1cccc(NC(=O)CSCc2n[nH]c(=O)[nH]2)c1,-2,97,9,2,-2,0,96,93
Cc1cc(C)c(N2C(=NC(=O)CCCC(=O)O)SC3CS(=O)(=O)CC32)c(C)c1 (stereo unspecified),6,101,13,4,5,6,96,95
NC(=O)[C@@H]1CCCN1Cc1nc(-c2ccccc2)no1,3,106,3,-7,6,5,108,103
Cc1ccc([N+](=O)[O-])cc1N=Nc1c(C)[nH]n(C(N)=S)c1=O,3,106,4,-4,0,4,94,113
Cn1c(SCC(=O)NCc2ccc3c(c2)OCO3)nnc1-c1cc2ccccc2cc1O,7,109,2,1,-9,9,96,101
O=C(N/N=C/c1cccc(C(F)(F)F)c1)c1ccccc1O,3,106,6,-17,3,-3,111,114
N#CCCn1cc(/C=C2\NC(=S)N(c3ccccc3)C2=O)c(-c2ccc(-c3ccccc3)cc2)n1,9,107,-1,-14,10,-2,99,102
COC(=O)C1CCN(C(=O)CN(C)Cc2ccc(C(C)(C)C)cc2)CC1,-1,115,10,3,1,-1,109,103
CCc1ccc(S(=O)(=O)Nc2ccc(-c3ccc4nnc(C)n4n3)cc2)s1,-1,96,2,-27,-8,/,94,101
CN(C(=O)c1ccc(Br)o1)C1(C)CCS(=O)(=O)C1 (stereo unspecified),0,93,12,-15,10,12,90,101
O=C(CC1S/C(=N\S(=O)(=O)c2ccc(F)cc2)N(c2ccccc2)C1=O)Nc1ccccc1 (stereo unspecified),0,106,-20,11,-13,6,97,102
CC(=O)N1CCc2cc(C(=O)CN3CCN(C(=O)c4ccco4)CC3)ccc21,3,100,6,8,6,11,103,97
COc1ccc(CC(=O)Nc2cc(S(=O)(=O)N3CCOCC3)ccc2N2CCOCC2)cc1,1,106,14,-10,-1,-3,90,104
O=C(Nc1ccc(N2CCCC2)cc1)c1cc(Br)ccc1Cl,-2,105,0,-11,9,-5,95,101
COc1ccc(CCC(=O)NCCOc2ccc(C)cc2)cc1,1,95,4,6,5,-2,101,97
CNc1sc(C(=O)c2ccccc2F)c(N)c1-c1nc2ccccc2s1,90*,101[may fluoresce violet],10,-2,3,1,191*[may fluoresce violet],86[may fluoresce violet]
CCN(CC)C(=O)Cc1ccccc1,-2,98,-4,8,3,0,103,97
O=C(Nc1ccc(SC(F)F)cc1)C1=COCCO1,-2,101,-2,4,-5,-5,118,96
c1ccc2sc(-c3ccc4c(c3)OCO4)nc2c1,65*,99,0,-11,7,-9,93,99
CCC(=O)N1CCc2cc(S(=O)(=O)CCC(=O)N3CCN(c4ccc(C(C)=O)cc4)CC3)ccc21,0,97,2,-2,-9,-8,102,98
COc1ccccc1-c1nnc2sc(-c3ccc(N(C)C)cc3)nn12,17,102,-3,-17,-20,-8,97,94

# A second format for some results above.
# Order of results – AHR activator | MEP2-GFP yeast | proCasp3 act | ZTA counter | procasp7 counter | EBNA-1 inhibitor | LAP4-GFP MLPCN | RPL19A-GFP yeast
CNc1sc(C(=O)c2ccccc2F)c(N)c1-c1nc2ccccc2s1
→ 90* | 101[may fluoresce violet] | 10 | -2 | 3 | 1 | 191*[may fluoresce violet] | 86[may fluoresce violet]
CCN(CC)C(=O)Cc1ccccc1
→ -2 | 98 | -4 | 8 | 3 | 0 | 103 | 97
O=C(Nc1ccc(SC(F)F)cc1)C1=COCCO1
→ -2 | 101 | -2 | 4 | -5 | -5 | 118 | 96

# (listing goes on)
SMILES,AHR activator,MEP2-GFP yeast,proCasp3 act,ZTA counter,procasp7 counter,EBNA-1 inhibitor,LAP4-GFP MLPCN,RPL19A-GFP yeast
CCOP(=O)(OCC)C(NC(=O)Nc1ccc(C)c(Cl)c1)c1ccccc1 (stereo unspecified),12,101,6,18,0,-1,96,98
CCOC(=O)C1=C(N)Oc2ccc3ccccc3c2C1c1cccnc1 (stereo unspecified),27,112,3,9,2,-3,111,109
Clc1ccc(CN=C(Nc2ccccc2)NC2CCCCC2)cc1,0,91,2,-6,1,1,100,95
COc1ccc(NC2=NC(=S)N(c3ccccc3C)C23CCCCC3)cc1,1,103,1,-3,-2,0,104,103
O=C(NNC(=O)c1ccc(-n2cncn2)c([N+](=O)[O-])c1)c1ccc(Cl)cc1,5,103,1,-2,5,-9,104,96
CC(C)Cc1nc2oc3c(NCC4CCCO4)ncnc3c2c2c1CCC2 (stereo unspecified),7,106,-3,11,7,2,117,103
CC(C)c1nnc(NC(=O)CCN2C(=O)c3ccccc3C2=O)s1,0,102,10,-8,5,-4,96,98
CCOC(=O)c1c(NC(=O)CSc2nnc3c(n2)[nH]c2ccccc23)sc2c1CCN(C)C2,24,99,-6,1,9,-5,99,105
Cc1cc(C)cc(N(C(=O)CCC(=O)Nc2cc(C)on2)C(C(=O)NC2CCCC2)c2ccco2)c1 (stereo unspecified),3,88,2,-10,-6,1,88,95
CCN(C(=O)CCc1nnc2ccc(N3CCC4(CC3)OCCO4)nn12)c1ccccc1,-1,94,6,9,4,3,100,101
CCOC(=O)CSc1nc2sc3c(c2c(=O)n1-c1ccccc1)CCN(C)C3,0,102,-1,-7,3,0,87,103
CCOC(=O)C1(Cc2ccccc2C)CCCN(C(=O)CCn2nccc2C)C1 (stereo unspecified),-2,99,-10,3,13,-8,95,98
Cc1ccccc1SCC(=O)OCC(=O)N1CC(=O)Nc2ccccc21,4,105,-2,/,-3,/,110,106
COC(=O)[C@]1(C)CCC[C@@]2(C)C3CC[C@@]4(C)C[C@]3(CCC21)CC(=O)N4 (stereo partly specified),4,94,-5,-1,13,/,88,97
CCOC(=O)[C@H]1[C@H]2COc3ccc(OC)cc3[C@@H]2N2C(=O)CN(Cc3ccc(F)cc3)C(=O)[C@@]12C,0,100,6,4,5,/,110,100
COc1ccc(-c2nc(C)sc2C)cc1,3,101,4,-14,0,-4,96,101
COc1ccc(/C(O)=C2/C(=O)C(=O)N(CCCN(C)C)C2c2ccc(Cl)cc2)cc1OC (stereo unspecified),1,89,1,3,-6,0,89,96
COc1cccc(/C=C/c2nc(C#N)c(NCC(C)C)o2)c1,29,106,9,-5,2,-1,100,103
Fc1ccc(NC(=S)NCCN2CCOCC2)c(F)c1F,2,100,-3,4,-2,4,106,102
CCNC(=S)/C(=C(/[O-])c1ccc([N+](=O)[O-])cc1)[n+]1ccccc1,2,105,-6,4,-8,4,98,108

# Entries of single compounds, looked up by structure. Order of values: AHR activator | MEP2-GFP yeast | proCasp3 act | ZTA counter | procasp7 counter | EBNA-1 inhibitor | LAP4-GFP MLPCN | RPL19A-GFP yeast
# Shown for CCOC(=O)[C@H]1[C@H]2COc3ccc(OC)cc3[C@@H]2N2C(=O)CN(Cc3ccc(F)cc3)C(=O)[C@@]12C = 0 | 100 | 6 | 4 | 5 | / | 110 | 100
# Shown for COc1ccc(-c2nc(C)sc2C)cc1 = 3 | 101 | 4 | -14 | 0 | -4 | 96 | 101
# Shown for COc1ccc(/C(O)=C2/C(=O)C(=O)N(CCCN(C)C)C2c2ccc(Cl)cc2)cc1OC (stereo unspecified) = 1 | 89 | 1 | 3 | -6 | 0 | 89 | 96
# Shown for CCNC(=S)/C(=C(/[O-])c1ccc([N+](=O)[O-])cc1)[n+]1ccccc1 = 2 | 105 | -6 | 4 | -8 | 4 | 98 | 108

# Further entries follow.
SMILES,AHR activator,MEP2-GFP yeast,proCasp3 act,ZTA counter,procasp7 counter,EBNA-1 inhibitor,LAP4-GFP MLPCN,RPL19A-GFP yeast
COC(=O)COc1ccc(S(=O)(=O)NCc2cccnc2)cc1,0,101,3,-1,-8,6,100,100
Cc1cc(F)ccc1NCc1ccncc1,0,93,-2,10,11,4,91,93
O=c1[nH]c(N/N=C/c2ccc(O)cc2)nc2ccccc12,7,104,27*,8,34*,5,102,100
COc1cccc(N=Nc2c(=O)[nH]n3c(C)cc(C)nc23)c1,28,102,-4,-10,-21,0,100,102
C#CCNC(=O)C1CCN(c2ccc(S(=O)(=O)N3CCOCC3)cc2Cl)CC1,4,100,-10,-27,4,10,89,98
COc1cccc(NC(=O)c2ccccc2-c2nc(-c3cccc(C)c3)no2)c1,20,86,5,5,-1,1,96,93
